Bioassay records from PubChem.
SIAH1 antagonists: blockers of Siah-1 interaction with plectin peptide – biochemical, fluorescence polarization, rhodamine-plectin, uHTS, primary screen (AID 1817) | Siah-1 / rhodamine-plectin peptide fluorescence polarization; higher % means a stronger effect | actives 0.02% (n = 290,000) | displacement, % at 20 µM, or IC50 in µM where a hit was titrated;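 active = displacement of at least 50% at 20 µM, with a fluorescence ratio check between 0.3 and a set limit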;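 also: plate controls were Siah plus tracer with DMSO for no effect and tracer alone without Siah for full effect; strong numbers were not always called active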
West Nile virus CPE: inhibition of WNV-induced cytopathic effect – cell-based, CPE readout (AID 1621); West Nile virus-infected cells, CPE inhibition; higher % means a stronger effect; CPE inhibition, % at 10 µM, or IC50 in µM where a hit was titrated; actives 0.02% (n = 290,000); in the data active = a potency from the dose series; inconclusive = CPE inhibition mostly from about 3.7% at the one dose, without a potency; inactive = the rest, 99 in 100 with CPE inhibition below about 2.2%; also: strong numbers were not always called active
Salmonella PhoP GFP: PhoP-dependent GFP reporter repression – Salmonella Typhimurium, primary screen (AID 1863). S. Typhimurium PhoP-regulated promoter GFP reporter, 4 h; higher % means a stronger effect. actives 0.16% (n = 300,000). inhibition, % at 50 µM; hits with a dose series show IC50 in µM;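 active = inhibition over 29.93%, a cutoff 3 SD above the screen mean, later confirmed by dose response; inconclusive = inhibition over 29.93% but no dose response follow-up; inactive = inhibition at most 29.93% or unconfirmed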;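 also: 0% = low Mg2+ inducing control and 100% = high Mg2+ repressing control; strong numbers were not always called active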
Active calls of the source: *; ? = inconclusive. Some of the compounds tested, so the mix of outcomes need not match the whole.

The opening two entries, ahead of the listing:
SMILES	SIAH1 antagonists	West Nile virus CPE	Salmonella PhoP GFP
O=C(CCN1CCOCC1)Nc1cc(C(=O)Nc2ccccc2F)ccc1N1CC2CC(C1)c1cccc(=O)n1C2 (stereo not given)	2%	0.0%	3%
CC(C)CC(=O)N1CCN(Cc2ccc(C(F)(F)F)cc2)CC1	6%	-0.6%	-9%

The whole of this part, from the start:
SMILES	SIAH1 antagonists	West Nile virus CPE	Salmonella PhoP GFP
O=C(CCN1CCOCC1)Nc1cc(C(=O)Nc2ccccc2F)ccc1N1CC2CC(C1)c1cccc(=O)n1C2 (stereo not given)	2%	0.0%	3%
CC(C)CC(=O)N1CCN(Cc2ccc(C(F)(F)F)cc2)CC1	6%	-0.6%	-9%
O=C(Nc1cccc2c1CCCC2)c1ccccc1F	1%	-0.6%	-4%
CCOc1ccc(-c2c(C(=O)N/N=C/c3ccsc3)nnn2-c2nonc2N)cc1	0%	0.3%	0%
Cc1ccc(CN(C)CC(=O)NC(C)c2ccccc2)cc1 (stereo not given)	-2%	-1.3%	0%
CC1CCCN(S(=O)(=O)c2ccc3c(c2)c(=O)nc2ccccn23)C1 (stereo not given)	4%	-0.6%	-6%
CCOc1ccc(-c2ccc(NS(=O)(=O)c3ccc([N+](=O)[O-])cc3)cc2)nn1	0%	-0.3%	5%
COc1ccc(NC(=O)CCCNC(=O)Cn2cnc3sc(C)c(C)c3c2=O)cc1Cl	4%	-0.7%	0%
CC(C)(CC(=O)O)CC(=O)O	-1%	0.3%	3%
CCCN(CCC)C(=O)c1cn(CC)c2ccc(S(=O)(=O)N3CCCCC3)cc2c1=O	-4%	0.1%	-8%
CCC(=O)Nc1ccc(C(=O)NNC(=O)c2ccc(C)cc2)cc1	4%	-0.3%	-5%
CSCC(=O)NC1CCCc2c1cnn2-c1ccc(C)c(C)c1 (stereo not given)	0%	-1.0%	-8%
CCOc1ccccc1CN1CCCC(C(=O)Nc2cccc(-n3cccn3)c2)C1 (stereo not given)	12%	-1.5%	2%
COc1ccc(C(=O)/C=C2/C(=O)Nc3ccccc32)cc1	1%	?	19%
CC(=O)Nc1c2c(nn1-c1ccc(F)cc1)CSC2	0%	-0.3%	4%
CC[C@@]12C(=O)N(c3ccccc3)C(=O)N1[C@H](c1cccc(C)c1)[C@@H]1C(=O)N(Cc3ccccc3)C(=O)[C@@H]12	3%	-0.6%	-10%
Cc1ccc2[nH]c3c(=O)n(CC(=O)NCCCN4CCN(c5ccc(F)cc5)CC4)ncc3c2c1	5%	0.6%	-10%
Cc1ccc(-n2nc(C)c3c(C)c(CCC(=O)O)c(C)nc32)cc1C	-2%	-0.3%	3%
CC(C)C[C@H](NC(=O)OC(C)(C)C)C(=O)N1CCC(C(=O)N[C@@H](Cc2c[nH]c3ccccc23)C(=O)O)CC1	0%	-0.9%	8%
O=C(O)c1ccc(N=Nc2c(-c3ccccc3)[nH]oc2=O)cc1	0%	0.1%	3%
COc1ccc(CNC(=O)CN(c2ccc(C)cc2)S(=O)(=O)c2c(C)nn(C)c2C)cc1	-4%	-0.2%	-10%
CCN(CC(=O)N1CCCCCC1)S(=O)(=O)c1ccc(C)cc1	4%	-0.4%	-4%
O=C(Nc1cccnc1)c1cc(-c2ccc(Cl)cc2Cl)on1	2%	0.0%	-1%
COc1cc2c(cc1OC)CN(C(=O)c1cc(Cl)nc(Cl)c1)CC2	-1%	-0.2%	7%
O=C(CCCNC(=O)c1ccc(Cl)cc1)Nc1cccc(F)c1	-3%	-0.6%	7%
CCC(C)c1ccc(NC(=S)N2CCN(c3ccccn3)CC2)cc1 (stereo not given)	0%	-0.4%	0%
Cc1c(C)c2ccc(OCC(=O)N3CC[C@@]4(O)CCCC[C@H]4C3)cc2oc1=O	-2%	0.0%	3%
COc1ccc(-n2nc(C(=O)N(C)C)nc2-c2ccccc2)cc1	2%	-0.6%	8%
Cc1cc(C)cc(C(=O)Nc2ccc(NC(=O)c3cccs3)cc2)c1	3%	0.4%	-3%
Cc1ccc(N(CC(=O)NCC(O)c2ccccc2)S(=O)(=O)c2ccc(C)cc2)cc1 (stereo not given)	-4%	-0.8%	-4%
CCc1cccc(NS(=O)(=O)c2c(C)[nH]c(=O)[nH]c2=O)c1	-5%	-0.1%	-4%
N#Cc1ccccc1OCC(=O)Nc1ccc2c(c1)OCCCO2	-7%	0.0%	11%
CCOC(=O)c1cc(NC(=O)C2C3C=CC(O3)C2C(=O)O)cc(C(=O)OCC)c1 (stereo not given)	1%	-0.6%	6%
O=C(CN1C(=O)/C(=C2\SC(=S)N(CCS(=O)(=O)O)C2=O)c2ccccc21)Nc1cccc(Br)c1	58%	-0.3%	2%
CNc1c(NS(=O)(=O)c2ccc(C3CCCCC3)cc2)c(=O)oc2ccccc12	-5%	-0.1%	5%
O=C(Nc1c2c(nn1-c1ccc([N+](=O)[O-])cc1)CS(=O)(=O)C2)c1ccccc1F	14%	0.6%	0%
Cc1cc(OCc2cc(C(=O)N(C)CCOc3ccccc3)no2)cc(C)c1Cl	2%	0.1%	-6%
Cc1cccc(C(=O)Nc2ccc3ccccc3c2)c1	1%	-1.8%	-3%
Cc1ccccc1NS(=O)(=O)c1ccc2c3c(cccc13)C(=O)N2C	-2%	0.0%	6%
CN(C(=O)CCNC(=O)Cn1ccc2ccccc2c1=O)c1ccc(Br)cc1	10%	-0.7%	-2%
O=C(NCc1ccc2c(c1)OCO2)C1CCCN1C(=O)Nc1ccc(Cl)cc1 (stereo not given)	4%	-0.5%	-5%
CCOc1ccc(S(=O)(=O)N2CCC(C(=O)N3CCN(C)CC3)CC2)cc1Cl	2%	-0.6%	-6%
O=C(NCc1cccc(F)c1F)C1CCC(=O)N(C2CC2)C1 (stereo not given)	0%	-0.6%	-6%
COc1ccc(C23NCCN2C(=O)c2ccccc23)cc1 (stereo not given)	-7%	-0.2%	4%
C=CCN(C(=O)Cc1cccs1)c1nc(-c2ccc(S(C)(=O)=O)cc2)cs1	-5%	-0.1%	10%

Ordered by value in SIAH1 antagonists (smallest number first): 6 of the compounds above.
molecule,SIAH1 antagonists,West Nile virus CPE,Salmonella PhoP GFP
N#Cc1ccccc1OCC(=O)Nc1ccc2c(c1)OCCCO2,-7%,0.0%,11%
CNc1c(NS(=O)(=O)c2ccc(C3CCCCC3)cc2)c(=O)oc2ccccc12,-5%,-0.1%,5%
Cc1ccccc1NS(=O)(=O)c1ccc2c3c(cccc13)C(=O)N2C,-2%,0.0%,6%
CCOC(=O)c1cc(NC(=O)C2C3C=CC(O3)C2C(=O)O)cc(C(=O)OCC)c1 (stereo not given),1%,-0.6%,6%
CN(C(=O)CCNC(=O)Cn1ccc2ccccc2c1=O)c1ccc(Br)cc1,10%,-0.7%,-2%
O=C(Nc1c2c(nn1-c1ccc([N+](=O)[O-])cc1)CS(=O)(=O)C2)c1ccccc1F,14%,0.6%,0%

More compounds
SMILES	SIAH1 antagonists	West Nile virus CPE	Salmonella PhoP GFP
CCOC(=O)c1c(-c2ccccc2)oc2ccc(OCC(O)CNCCN(C)C)cc12 (stereo not given)	-2%	-2.1%	0%
NC(=O)NC(Cc1ccccc1)C(=O)NCCCSc1ccccc1 (stereo not given)	4%	-0.3%	4%
COc1cn(-c2ccccc2)nc1C(=O)NCc1ccccc1	-7%	-0.9%	3%
CN(C(=O)c1cc([N+](=O)[O-])ccc1N1CCCC1)C1CCCCC1	-1%	0.9%	1%
Cn1c(=O)oc2cc(S(=O)(=O)Nc3ccc(O)cc3)ccc21	5%	-0.6%	-5%
CC1CCN(Cc2nnnn2CCCC(=O)NCC(C)(C)N2CCOCC2)CC1	0%	-0.1%	13%
CC#CC(=O)N1CCC(Oc2cccc(C(=O)NCc3ccccn3)c2)CC1	0%	0.0%	-4%
CCOc1ccc(CN2CCNC(=O)C2CC(=O)N(C)C2CCCCC2)cc1 (stereo not given)	-4%	0.2%	-1%
CCOc1ccccc1C1CC(=O)Nc2cc(C)c(C)cc21 (stereo not given)	11%	-0.4%	1%
O=C(NCCc1c[nH]c2ccccc12)C1CCCN(S(=O)(=O)c2ccccc2)C1 (stereo not given)	4%	-1.9%	-1%
CCCCSc1oc(-c2ccco2)nc1S(=O)(=O)c1ccccc1	1%	0.1%	6%
Cc1cc(C)cc(C(=O)N2CCC3(CC2)NCCc2[nH]cnc23)c1	0%	0.1%	2%
COc1ccc(-c2c(-c3cc(OC)c(OC)c(OC)c3)noc2C)cn1	-2%	-0.6%	8%
COc1ccccc1CNC(=O)CCNC(=O)N1CC(=O)Nc2ccccc21	2%	0.1%	-12%
O=c1cc(-c2ccccc2)nc(Cc2c(Cl)cccc2Cl)[nH]1	18%	0.1%	-4%
O=C(O)c1ccc(S(=O)(=O)NCc2cccnc2)cc1	-3%	-0.3%	0%
NC(=O)c1cc(C(=O)Cc2ccccc2)c[nH]1	5%	-0.2%	4%
O=C(CSc1nnc(CNC(=O)c2ccccc2)o1)c1ccccc1	4%	-0.2%	-3%
Cc1c(Cl)cccc1NC(=O)Nc1c(C)n(C)n(-c2ccccc2)c1=O	8%	-0.2%	0%
Cc1ccc(-n2ncc3c(=O)n(CC(N)=O)cnc32)cc1	1%	-1.0%	1%
Fc1ccc(-[n+]2nc(Nc3ccccc3)sc2-c2c(Cl)cccc2Cl)cc1	2%	?	11%
COc1ccc(C(CNC(=O)c2cccc3cccnc23)N(C)C)cc1 (stereo not given)	-8%	-0.7%	4%
CC1CN(Cc2ccccc2)c2nc3c(c(=O)n(CC(N)=O)c(=O)n3C)n2C1 (stereo not given)	1%	0.0%	-1%
O=C(CN1CCCCC1)Nc1nc(-c2ccc(Cl)cc2)cs1	1%	0.3%	4%
CCn1c(COc2cccc(C)c2)nnc1SCC(=O)NC1CCCC1	-6%	0.4%	7%
COc1ccc(/C(C)=N/NC(=O)CNC(=O)c2cccnc2)cc1	8%	0.2%	5%
CC(=O)NNc1cc(C)nc(NS(=O)(=O)c2ccc(C)cc2)n1	-4%	-0.2%	0%
COc1ccc(CNC(=S)NC2CCCCC2)cc1	-2%	-0.3%	-7%
O=C(CCn1c(=S)[nH]c2cc3c(cc2c1=O)OCO3)NCc1ccc(Cl)cc1	5%	-0.3%	2%
CCn1c(=S)sc2c(=O)n(CC(=O)Nc3ccc(OC)cc3)c(C)nc21	-5%	-0.2%	0%
CCC1Oc2ccc(C)cc2N(CC(=O)N2CCOCC2)C1=O (stereo not given)	0%	-0.4%	6%
COc1cccc(C2/C(=C(/O)c3ccc4c(c3)CC(C)O4)C(=O)C(=O)N2c2nnc(C)s2)c1 (stereo not given)	2%	0.2%	-8%
CC12CCC(=O)C=C1CCC1C2C(=O)CC2(C)C1CCC2(O)C(=O)CO (stereo not given)	3%	-0.4%	2%
Cc1ccccc1-n1c(SCC(=O)N2CCCCC2)nc(O)cc1=O	9%	0.3%	-1%
COc1cccc(CN2CC(C(=O)NC3(c4ccccc4)CC3)CCC2=O)c1 (stereo not given)	9%	0.0%	-4%
CCOc1ccc(NC(=O)Nc2c(C)n(C)n(-c3ccccc3)c2=O)cc1	1%	0.4%	-6%
COc1ccc(CCNC(=O)c2ccc(=O)[nH]c2)cc1OC	5%	-0.2%	-4%
CC(C)C(=O)Nc1nnc(CCc2ccccc2)s1	-2%	-0.1%	6%
Fc1ccccc1/C=N/Nc1nc2ccccc2o1	1%	-1.1%	-5%
Cc1occc1C(=O)N/N=C/c1ccc(-c2cccc([N+](=O)[O-])c2)o1	1%	0.0%	10%
O=C1C(=O)N(c2ccccn2)C(c2ccc(F)cc2)/C1=C(/O)c1ccc(Br)cc1 (stereo not given)	7%	-0.8%	-5%
O=C1CS(=O)(=O)c2ccccc2N1	0%	0.2%	-3%
O=C(NCc1ccccc1)C(c1ccc(F)cc1)N(C(=O)c1csnn1)C1CCCC1 (stereo not given)	0%	-0.7%	0%
COc1ccc(CC(=O)Nc2c(C(=O)N3CCN(c4ccccc4OC)CC3)oc3ccccc23)cc1OC	-5%	0.9%	8%
COc1ccc(Nc2ncnc3c2c(C)c(C)n3CCO)cc1	2%	-0.7%	1%
COc1ccc(C(=O)/C=C/c2cccnc2)c(OC)c1	9%	?	-11%
Cc1cc2oc(=O)cc(CN(C)Cc3cccc(F)c3)c2cc1Cl	1%	-1.1%	14%
CCOc1ccc(N2C(=O)Nc3ccc(Br)cc3C2(O)C(=O)NCCN(C)C)cc1 (stereo not given)	2%	0.1%	7%
COc1cccc(N(CC(=O)N2CCOCC2)S(C)(=O)=O)c1	-3%	0.0%	8%
O=[N+]([O-])c1ccccc1/C=C/c1ccc2ccccc2n1	-2%	-2.1%	6%
CC(=O)NCCC(=O)N(C)CC1CCN(CCc2cccc(C(F)(F)F)c2)CC1	-3%	-0.3%	8%
CCc1ccc(OC)c(S(=O)(=O)Nc2ccc(Cc3ccncc3)cc2)c1	-4%	-1.1%	5%
Cc1cccc(-c2noc(CN(C)C(=O)COc3ccccc3)n2)c1	-2%	-0.5%	-2%
CSCCC(NC(=O)c1ccccc1Cl)C(=O)N1CCN(C(c2ccccc2)c2ccccc2)CC1 (stereo not given)	1%	-1.0%	-3%
CN(C)CCN(C(=O)C1CCCCC1)c1nc2cc3c(cc2s1)OCO3	-5%	0.0%	-2%
COC(=O)CCC(NS(=O)(=O)OCC(Cl)(Cl)Cl)c1ccccc1 (stereo not given)	6%	-0.2%	-7%
